MITF inh: human MITF inhibition, primary screen | O75030 | AlphaScreen MITF homodimerization, bead proximity signal | inhibition, % at 2.6 µM | 650,000 compounds, 0.91% hits; in the data active = inhibition above about 50%;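 note: 0% = vehicle wells with protein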
GPR151 activ: human GPR151 activation; Q8TDV0; PathHunter beta-arrestin GPR151 cells, luminescence; activation, % at 11.2 µM; 650,000 compounds, 1% hits; in the data active = activation above about 4.9%;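 note: 0% = median of compound wells and 100% = cells with positive control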
Target sequence (Q8TDV0 whole entry, looked up): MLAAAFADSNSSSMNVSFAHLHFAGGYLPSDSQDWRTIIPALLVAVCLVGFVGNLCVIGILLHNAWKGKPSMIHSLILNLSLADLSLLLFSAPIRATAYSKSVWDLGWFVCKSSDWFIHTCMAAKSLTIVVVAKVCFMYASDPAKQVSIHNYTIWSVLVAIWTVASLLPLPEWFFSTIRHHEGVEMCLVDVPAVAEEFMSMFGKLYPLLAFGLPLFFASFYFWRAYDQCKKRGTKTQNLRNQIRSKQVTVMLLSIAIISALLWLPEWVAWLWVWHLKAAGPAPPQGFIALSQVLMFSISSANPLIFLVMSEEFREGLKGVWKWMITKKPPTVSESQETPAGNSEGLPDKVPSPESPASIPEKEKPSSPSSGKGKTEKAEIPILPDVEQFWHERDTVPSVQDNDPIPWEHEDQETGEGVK
FBW7 act: human FBW7 E3 ligase activation, primary screen; Q969H0; AlphaScreen FBW7–phospho-cyclin E peptide binding, activator screen; normalized activity (activation), % at 26.1 µM; 650,000 compounds, 0.13% hits; AID 1259310; in the data active = normalized activity above about 1.9%;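 note: purified mutant Fbw7 with reduced substrate affinity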
Target sequence (Q969H0 whole entry, looked up): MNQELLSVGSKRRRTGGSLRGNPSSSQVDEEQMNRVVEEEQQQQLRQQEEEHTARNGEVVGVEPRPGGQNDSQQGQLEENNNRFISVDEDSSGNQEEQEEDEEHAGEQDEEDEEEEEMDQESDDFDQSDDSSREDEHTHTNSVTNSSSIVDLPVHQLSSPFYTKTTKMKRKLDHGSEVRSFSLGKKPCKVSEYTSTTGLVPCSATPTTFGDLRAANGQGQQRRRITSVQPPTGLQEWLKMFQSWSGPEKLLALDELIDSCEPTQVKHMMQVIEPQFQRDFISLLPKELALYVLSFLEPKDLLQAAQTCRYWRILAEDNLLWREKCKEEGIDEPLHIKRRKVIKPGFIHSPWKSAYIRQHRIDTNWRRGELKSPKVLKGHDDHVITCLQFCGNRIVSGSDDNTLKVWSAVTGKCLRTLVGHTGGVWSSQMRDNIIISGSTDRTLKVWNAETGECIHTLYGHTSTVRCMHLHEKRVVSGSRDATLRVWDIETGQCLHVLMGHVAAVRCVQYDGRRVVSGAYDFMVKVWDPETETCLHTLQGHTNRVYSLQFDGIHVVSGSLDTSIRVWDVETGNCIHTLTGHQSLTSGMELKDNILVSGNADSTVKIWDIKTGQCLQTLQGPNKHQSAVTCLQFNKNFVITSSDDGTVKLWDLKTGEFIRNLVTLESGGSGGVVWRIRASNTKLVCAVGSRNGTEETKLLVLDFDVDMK
TEAD-YAP inh: TEAD-YAP interaction inhibition; HEK-TIYL cells, TEAD-Gal4/YAP UAS-luciferase luminescence; inhibition, % at 9.12 µM; 640,000 compounds, 1.4% hits; AID 1259422; in the data active = inhibition above about 32%;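 note: 0% = median of test compound wells and 100% = reference inhibitor wells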
Starred values were filed as active, the others as inactive; & = joins results of further samples.

What do the screens show for `CCOc1ccc(C)cc1S(=O)(=O)n1ccnc1C`?
MITF inh: 14.1; GPR151 activ: -1.2; FBW7 act: 0.2; TEAD-YAP inh: -1.3

What do the screens show for `N#C/C(=C\c1ccc(Cl)c([N+](=O)[O-])c1)c1nn(CCO)c(N)c1C#N`?
MITF inh: 8.4; GPR151 activ: -0.5; FBW7 act: 0.2; TEAD-YAP inh: 1.0

How did Oc1ccccc1-c1n[nH]c(-c2ccccc2O)n1 do in these assays?
MITF inh: -9.7; GPR151 activ: -5.6; FBW7 act: -0.2; TEAD-YAP inh: -51.4

What do the screens show for `O=C(c1cc(COc2ccc(F)cc2F)on1)N1CCCCC1CCn1ccnc1` (stereo not drawn)?
MITF inh: -1.0; GPR151 activ: -0.5; FBW7 act: -0.1; TEAD-YAP inh: 0.2

How did OCc1nn2c(c1Br)NC(c1ccccc1)CC2C(F)(F)F (stereo not drawn) do in these assays?
MITF inh: 7.1; GPR151 activ: 0.4; FBW7 act: 0.0; TEAD-YAP inh: 14.6

How did CCOCCCNC(=O)c1ccc2c(c1)nc(C)n2-c1cc(Cl)ccc1OC do in these assays?
MITF inh: 7.0; GPR151 activ: 1.1; FBW7 act: 0.7; TEAD-YAP inh: 9.1

Results for O=C(Nc1cccc(Cl)c1)C1(c2ccccc2)CCOCC1 ?
MITF inh: 13.8; GPR151 activ: -0.2; FBW7 act: 0.1; TEAD-YAP inh: -0.8

What do the screens show for `CN1C(=O)[C@H]2CN(C(=O)Oc3ccc(Cl)cc3)CCN2C(=O)[C@@H]1Cc1ccccc1`?
MITF inh: -6.7; GPR151 activ: 0.2; FBW7 act: -0.1; TEAD-YAP inh: -0.3

What do the screens show for `Cc1sc(NC(=O)c2ccc(-c3ccccc3)cc2)c(C#N)c1C`?
MITF inh: 1.3; GPR151 activ: -0.2; FBW7 act: -0.1; TEAD-YAP inh: -2.1

What do the screens show for `CC(=O)Nc1ccc(NC(=O)Oc2ccccc2)cc1`?
MITF inh: -8.9; GPR151 activ: -2.3; FBW7 act: -0.1; TEAD-YAP inh: -2.4

What do the screens show for `OC(CN1CCN(c2cccc(Cl)c2)CC1)C(c1ccccc1)c1ccccc1` (stereo not drawn)?
MITF inh: 6.8&11.6; GPR151 activ: -1.3&0.9; FBW7 act: -0.1&-0.1; TEAD-YAP inh: -0.9

Results for Cn1c(=O)c2c(ncn2CC(=O)Nc2ccc3c(c2)OCO3)n(C)c1=O ?
MITF inh: -13.3; GPR151 activ: -1.1; FBW7 act: -0.4; TEAD-YAP inh: -13.4

What do the screens show for `Cc1ccc2cc(CCNC(=O)COc3ccc4ccccc4c3)c(=O)[nH]c2c1C`?
MITF inh: 22.2; GPR151 activ: 0.4; FBW7 act: 0.8; TEAD-YAP inh: 3.6

Results for CC1CCc2c(sc3nc(CCC(=O)N4CCN(C5CCCCC5)CC4)[nH]c(=O)c23)C1 (stereo not drawn) ?
MITF inh: 6.2; GPR151 activ: 1.9; FBW7 act: 0.1; TEAD-YAP inh: -0.5

Results for COc1ccc(Nc2cc(C)nc3ncnn23)cc1OC ?
MITF inh: -2.2; GPR151 activ: 0.0; FBW7 act: -0.2; TEAD-YAP inh: -17.1

Results for Cc1nn(-c2ccccc2)c(C)c1CC(=O)O ?
MITF inh: -6.6; GPR151 activ: -0.4; FBW7 act: 0.0; TEAD-YAP inh: -1.6

What do the screens show for `CC1CCC(Nc2c(-c3ccc4c(c3)OCC(=O)N4)c(=O)c2=O)CC1` (stereo not drawn)?
MITF inh: -0.6; GPR151 activ: 0.7; FBW7 act: -0.2; TEAD-YAP inh: -9.7

What do the screens show for `COc1cc2ncc(C(=O)c3ccccc3)c(N3CCOCC3)c2cc1OC`?
MITF inh: -1.0; GPR151 activ: -0.7; FBW7 act: -0.1; TEAD-YAP inh: -7.9

How did CCOc1cc(CN2CCC(n3cc(C(=O)NCC(C)C)nn3)CC2)ccc1O do in these assays?
MITF inh: 0.0; GPR151 activ: 1.3; FBW7 act: 0.1; TEAD-YAP inh: 7.4

Results for COCCn1c(C)cc(C(=O)CCl)c1C ?
MITF inh: 9.2; GPR151 activ: -0.1; FBW7 act: 0.7; TEAD-YAP inh: -7.6

How did O=C(NCCCCCCCNC(=O)c1cccnc1)c1cccnc1 do in these assays?
MITF inh: 11.2; GPR151 activ: -1.2; FBW7 act: 0.5; TEAD-YAP inh: 7.5

How did O=C(NC1CCCCCC1)C1CCCN1S(=O)(=O)c1cccc2nsnc12 (stereo not drawn) do in these assays?
MITF inh: -12.8; GPR151 activ: -0.3; FBW7 act: -1.1; TEAD-YAP inh: -2.9

Results for O=C(CN1CCCC1)NC1CCCc2c1cnn2-c1ccc(F)cc1 (stereo not drawn) ?
MITF inh: 12.4; GPR151 activ: -0.3; FBW7 act: 0.2; TEAD-YAP inh: -8.8

How did CCOC(=O)N1CCN(C(=O)c2cccc(-n3cc(NC(=O)COC)cn3)c2)CC1 do in these assays?
MITF inh: 3.8; GPR151 activ: 3.0; FBW7 act: 0.0; TEAD-YAP inh: -1.9

Results for COc1ccc(Br)cc1/C=C1\N=C(c2ccc(C)c(C)c2)OC1=O ?
MITF inh: -2.0; GPR151 activ: 1.0; FBW7 act: 0.0; TEAD-YAP inh: 7.4

Results for CCOP(=O)(c1ccccc1)C1(O)CCCCC1 (stereo not drawn) ?
MITF inh: -0.1; GPR151 activ: 0.0; FBW7 act: 0.2; TEAD-YAP inh: 3.6

How did O=C1NC2(CCCCC2)N(C(=O)c2ccccc2F)C2=C1CCCC2 do in these assays?
MITF inh: 13.3; GPR151 activ: 1.0; FBW7 act: 0.1; TEAD-YAP inh: 0.6

Results for C=CCn1c(SCC(=O)NC(=O)c2cccc([N+](=O)[O-])c2)nnc1C1CCCCC1 ?
MITF inh: -10.2; GPR151 activ: 3.1; FBW7 act: -0.1; TEAD-YAP inh: 3.1

How did COc1ccc(-c2nnc3sc(CN4CCOCC4)cn23)cc1 do in these assays?
MITF inh: -3.7; GPR151 activ: 0.7; FBW7 act: -0.1; TEAD-YAP inh: -6.0

How did O=C(CCSCc1cccc(F)c1)NCCc1ccc(Cl)cc1 do in these assays?
MITF inh: 16.6; GPR151 activ: 0.9; FBW7 act: 0.0; TEAD-YAP inh: 14.1

What do the screens show for `COc1ccc(/C=C/c2ccnc(=S)[nH]2)cc1`?
MITF inh: 14.3; GPR151 activ: -0.2; FBW7 act: 0.7; TEAD-YAP inh: -2.0

How did C=CCN(C)C(=O)c1cnc2scc(-c3ccc(Cl)cc3)n2c1=O do in these assays?
MITF inh: 4.0; GPR151 activ: -0.4; FBW7 act: 0.2; TEAD-YAP inh: 2.5

Results for Cc1ccc(CC(=O)OC(C)C(N)=O)cc1C (stereo not drawn) ?
MITF inh: -14.6; GPR151 activ: 0.5; FBW7 act: -0.1; TEAD-YAP inh: -11.4

How did Cc1nn(C)c(C)c1/C=C1\C(=O)N(C)c2ccccc21 do in these assays?
MITF inh: -6.9; GPR151 activ: -0.7; FBW7 act: -0.2; TEAD-YAP inh: -1.7

What do the screens show for `CC(C)n1c(-c2ccc(C(=O)N3CCN(C)CC3)cc2)nc2c(NCc3cccc(C(F)(F)F)c3)ncnc21`?
MITF inh: -0.9; GPR151 activ: -0.9; FBW7 act: 0.0; TEAD-YAP inh: -6.8

How did COc1ccccc1CNC(=O)CNCc1ccccc1 do in these assays?
MITF inh: 23.0; GPR151 activ: 0.5; FBW7 act: -0.1; TEAD-YAP inh: -3.9

Random excerpt: 5 compounds from above.
How did COc1ccc(-c2nnc3sc(CN4CCOCC4)cn23)cc1 do in these assays?
MITF inh: -3.7; GPR151 activ: 0.7; FBW7 act: -0.1; TEAD-YAP inh: -6.0

Results for Cc1ccc(CC(=O)OC(C)C(N)=O)cc1C (stereo not drawn) ?
MITF inh: -14.6; GPR151 activ: 0.5; FBW7 act: -0.1; TEAD-YAP inh: -11.4

How did COc1ccccc1CNC(=O)CNCc1ccccc1 do in these assays?
MITF inh: 23.0; GPR151 activ: 0.5; FBW7 act: -0.1; TEAD-YAP inh: -3.9

Results for C=CCn1c(SCC(=O)NC(=O)c2cccc([N+](=O)[O-])c2)nnc1C1CCCCC1 ?
MITF inh: -10.2; GPR151 activ: 3.1; FBW7 act: -0.1; TEAD-YAP inh: 3.1

Results for COc1ccc(Br)cc1/C=C1\N=C(c2ccc(C)c(C)c2)OC1=O ?
MITF inh: -2.0; GPR151 activ: 1.0; FBW7 act: 0.0; TEAD-YAP inh: 7.4

Remaining list, next part:
What do the screens show for `CC(=O)N(C1=C(N2CCCC2)C(=O)c2ccccc2C1=O)c1cccc(F)c1`?
MITF inh: 18.3; GPR151 activ: -2.1; FBW7 act: 0.0; TEAD-YAP inh: 41.9*

How did Cc1cc(=O)oc(C)c1C(=O)NCc1ccco1 do in these assays?
MITF inh: -6.4; GPR151 activ: -0.2; FBW7 act: -0.2; TEAD-YAP inh: -1.4

Results for O=[N+]([O-])c1cc2c(cc1/C=N/Nc1nc3nonc3nc1Nc1ccc(F)cc1)OCO2 ?
MITF inh: 4.4; GPR151 activ: 1.4; FBW7 act: 0.1; TEAD-YAP inh: -14.9

How did O=C1CC(c2ccc3c(c2)OCO3)CC2=C1C(c1ccncc1)Nc1ccccc1N2 (stereo not drawn) do in these assays?
MITF inh: 3.3; GPR151 activ: -0.2; FBW7 act: 0.1; TEAD-YAP inh: 7.5

Results for CCOC(=O)C1=C(C)N=c2s/c(=C\c3ccc(-c4cccc(Cl)c4)o3)c(=O)n2C1c1ccccc1Cl (stereo not drawn) ?
MITF inh: 15.0; GPR151 activ: 3.1; FBW7 act: 0.0; TEAD-YAP inh: -4.3

Results for Cn1cnnc1SCC(=O)Nc1nn(-c2ccccc2)nc1C(N)=O ?
MITF inh: 2.9; GPR151 activ: 2.3; FBW7 act: 0.0; TEAD-YAP inh: 2.9

What do the screens show for `Cc1cccc(-n2ncc3c(Nc4ccc(C)c(C)c4)ncnc32)c1`?
MITF inh: -1.7; GPR151 activ: 1.5; FBW7 act: -0.1; TEAD-YAP inh: -10.2

What do the screens show for `O=C(CN1CCC(O)(c2ccccn2)CC1)Nc1ccc(F)c(Cl)c1`?
MITF inh: -11.3; GPR151 activ: 1.2; FBW7 act: 0.0; TEAD-YAP inh: 8.3

What do the screens show for `C=CCOc1ccc(/C=C2\SC(=S)N(C)C2=O)cc1`?
MITF inh: 10.1; GPR151 activ: -0.7; FBW7 act: 0.3; TEAD-YAP inh: -0.9

Results for COc1ccc(S(=O)(=O)N/N=C(/C)c2ccc(Br)cc2)cc1 ?
MITF inh: 11.2; GPR151 activ: -0.6; FBW7 act: 0.1; TEAD-YAP inh: -4.5

What do the screens show for `COCCCNC(=O)c1cc(Nc2ccc(OC)cc2OC)nc2ccccc12`?
MITF inh: 5.2; GPR151 activ: 1.4; FBW7 act: 0.1; TEAD-YAP inh: 12.5

How did O=C(N/N=C/c1ccc(Cl)c(Cl)c1)c1ccco1 do in these assays?
MITF inh: 2.6; GPR151 activ: -1.6; FBW7 act: 0.0; TEAD-YAP inh: -64.3

How did CCOc1ccc(/C(O)=C2\C(=O)C(=O)N(c3ccccn3)C2c2ccccc2F)c(C)c1 (stereo not drawn) do in these assays?
MITF inh: 3.5; GPR151 activ: 1.0; FBW7 act: -0.1; TEAD-YAP inh: -11.7

Results for O=c1[nH]c2ccc(Nc3nc4ccccc4nc3NS(=O)(=O)c3ccc(Cl)cc3)cc2[nH]1 ?
MITF inh: 11.5; GPR151 activ: 0.7; FBW7 act: 0.7; TEAD-YAP inh: -0.1

Results for O=S(=O)(Nc1cccc(-c2ccc3nncn3n2)c1)c1ccc2c(c1)OCCO2 ?
MITF inh: -40.5; GPR151 activ: 0.6; FBW7 act: -0.3; TEAD-YAP inh: 7.2

Results for CCc1cc(-c2[nH]ncc2-c2ccc([N+](=O)[O-])cc2)c(O)cc1OC ?
MITF inh: 16.8; GPR151 activ: -1.1; FBW7 act: 0.0; TEAD-YAP inh: 9.6

How did COCC(=O)Nc1c(C(=O)Nc2ccc(OC)cc2OC)oc2ccccc12 do in these assays?
MITF inh: -7.6; GPR151 activ: -0.1; FBW7 act: -0.2; TEAD-YAP inh: -3.5

What do the screens show for `C=C1c2ccccc2NC(=S)N1c1ccc(OC)cc1`?
MITF inh: 3.5; GPR151 activ: 1.0; FBW7 act: -0.1; TEAD-YAP inh: 5.5

What do the screens show for `CC1CCCCC1NC(=O)C1CCCN(c2ncccn2)C1` (stereo not drawn)?
MITF inh: -1.0; GPR151 activ: -0.4; FBW7 act: 0.0; TEAD-YAP inh: -0.2

How did Cc1cc(NC(=NC2CC2)c2ccccc2)n(-c2ccccc2)n1 do in these assays?
MITF inh: -3.7; GPR151 activ: -0.1; FBW7 act: -0.1; TEAD-YAP inh: -3.1

Results for COc1ccc(-c2nc(Nc3ccc(Oc4ccccc4)cc3)c3[nH]cnc3n2)cc1 ?
MITF inh: 2.9; GPR151 activ: -0.5; FBW7 act: 0.3; TEAD-YAP inh: -5.8

What do the screens show for `Fc1ccc(C2Nc3ccc4ccccc4c3C3C=CCC32)cc1` (stereo not drawn)?
MITF inh: -1.0; GPR151 activ: 0.7; FBW7 act: 0.0; TEAD-YAP inh: 1.6

How did COc1ccc(Br)cc1CNCC1CCCO1 (stereo not drawn) do in these assays?
MITF inh: 19.2; GPR151 activ: 0.1; FBW7 act: 0.0; TEAD-YAP inh: 5.1

Results for COc1ccc2c(c1)CC(c1nc3ccc(-c4cn[nH]c4C)cc3s1)CO2 (stereo not drawn) ?
MITF inh: 35.4; GPR151 activ: 1.9; FBW7 act: 0.4; TEAD-YAP inh: -7.0

What do the screens show for `Cc1cc([N+](=O)[O-])ccc1NC(=O)CN1C(=O)c2ccccc2C1=O`?
MITF inh: 0.5; GPR151 activ: -0.8; FBW7 act: 0.0; TEAD-YAP inh: -1.4
